Source: PubChem BioAssay (National Center for Advancing Translational Sciences (NCATS))
HT1080NT lethal = kills 2HG-producing HT-1080-NT fibrosarcoma cells; 360,000 compounds, 1.6% hits; Potency, µM (doses to about 46.1 µM), for the others: top-dose activity, negative = less viability, actives largely listed as cytotoxic; HT-1080-NT fibrosarcoma viability, CellTiter-Glo ATP luminescence, 48 h;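 further: NT is the 2HG producing partner of a matched IDH1 knockdown line; potency means the concentration at half of the fitted maximal effect; 0% = DMSO-treated cells and -100% = media-only wells without cells; nearly all actives have a fitted effect of over 55% in size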
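HT-1080-NT; 750 cells/well; 5% FBS RPMI; 48 h compound, 37 degrees C; CellTiter-Glo luminescence; curve fitting and curve-class assignment.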
IL1B secr inh = blocks inflammasome-driven IL-1 beta release; activity change, % at 57.5 µM; 360,000 compounds, 4.7% hits; THP-1 LPS/ATP IL-1B secretion, AlphaLISA, 16 h; hits give low values; in the data active means activity change below about -50%; inconclusive means mostly about -30% to -49%; further: on the % scale 0 is the no-effect control and ±100 the full control effect
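Secreted IL-1B measured by AlphaLISA bead assay after 16 h compound exposure of THP-1 cells; compounds (final up to 57.5 uM) added 1 h before LPS (250 ng/mL) and ATP (1.25 mM) stimulation; lower signal means less secretion.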
SW480 rereplic = DNA re-replication induction in SW480 cells; AID 624297; Potency, µM (highest dose often 46.1 µM), for the others: top-dose re-replication activation, hits mostly activators; SW480 DNA re-replication, Hoechst DNA content imaging, 48 h; 340,000 compounds, 1.8% hits; further: potency means the concentration at half of the fitted maximal effect; % of control where 0% means no effect; nearly all actives have a fitted effect of over 55% in size
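Per well, 250 cells were exposed to pinned compound for 48 hr. Nuclear DNA was visualised with Hoechst (40 min, 37 C) and total object intensity recorded by fluorescence scanning.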
HT1080 IDH1KD tx = kills HT-1080 cells with IDH1 knockdown. HT-1080 IDH1 knockdown viability, ATP luminescence, 48 h. Potency, µM (titrated, usually from 46.1 µM), for the others: at the highest dose activity, negative = toxicity, usual class: cytotoxic. 360,000 compounds, 2% hits. AID 686971;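 further: potency means the concentration at half of the fitted maximal effect; 0% = DMSO wells and -100% = cell-free medium wells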
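Viability of IDH1-knockdown HT-1080 fibrosarcoma cells was assessed by CellTiter-Glo after 48 h at 37 °C with titrated compound; concentration-effect curves were classified by fit quality and response size.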
KB-3-1 cytotox = KB-3-1 parental cell cytotoxicity. KB-3-1 viability, CellTiter-Glo ATP luminescence, 72 h. Potency, µM (top dose mostly 46.1 µM), inactives show at the highest dose activity change, negative = cytotoxic, usual class: cytotoxic. 400,000 compounds, 1.4% hits; further: potency means the concentration at half of the fitted maximal effect; on the % scale 0 is the no-effect control and ±100 the full control effect; nearly all actives have a fitted effect of over 60% in size
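KB-3-1 cells, DMEM (no phenol red) + 10% FBS; compound by pin transfer, 72 h, 37 °C. Readout: CellTiter-Glo luminescence after 10 min. Data normalized, curve-fitted.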
HepG2 viability = kills HepG2 cells in TGF-b inhibitor counter-screen; 410,000 compounds, 0.76% hits; HepG2 CAGA-GFP viability, ATP luminescence, 18 h; AID 588856; Potency, µM (titrated, usually from 46.1 µM), for inactives: top-dose activity change, negative = cytotoxicity, actives largely listed as cytotoxic; further: potency means the concentration at half of the fitted maximal effect; some results filed as inactive show a strong effect at the top dose
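HepG2 CAGA-GFP cells (1000/well, DMEM with 1% FBS) received compound, then TGF-beta at 500 pg/mL final, and were incubated 18 hours at 37 degrees C. Viability was read by CellTiter-Glo luminescence. Media-only wells were set as complete cell-killing and DMSO as no toxicity.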
MCF10A rerep = DNA re-replication induction in MCF 10a cells; MCF 10A DNA re-replication, Hoechst nuclear intensity, 48 h; Potency, µM (top dose mostly 46.1 µM), for inactives: top-dose activity, positive = re-replication, usual class: activators; 350,000 compounds, 2.9% hits; AID 624296; further: potency means the concentration at half of the fitted maximal effect; % of control where 0% means no effect; nearly all actives have a fitted effect of over 50% in size
ATXN2 expr inh = ATXN2 expression inhibition. 360,000 compounds, 0.72% hits. HEK-293 ATXN2-luciferase reporter, luminescence, 24 h. Potency, µM (doses to about 57 µM), inactives show top-dose activity change, negative = inhibition, usual class: inhibitors; further: potency means the concentration at half of the fitted maximal effect; on the % scale 0 is the no-effect control and ±100 the full control effect; nearly all actives have a fitted effect of over 55% in size
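ATXN2-luciferase reporter cells (luciferase flanked by upstream and downstream ATXN2 gene portions) were treated 24 h at 37 °C with compounds at up to 57 uM. SteadyGlo luminescence gave expression; GF-AFC fluorescence gave viability.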
S2 tox = cell viability loss in ATXN counter-screen. 400,000 compounds, 0.49% hits. AID 651635. Potency, µM (doses to about 56.7 µM), most hits filed as cytotoxic. S2 cells (HEK-293 line with an ATXN2-luciferase reporter) viability, CellTiter-Fluor protease fluorescence, 24 h; further: potency means the concentration at half of the fitted maximal effect; nearly all actives have a fitted effect of over 40% in size
Starred values were filed as active, the others as inactive; & = joins results of further samples; [ ] = dose if it differs, or a comment. Unless noted, the call rests on the fitted dose curve; in most records, active means well fitted curve in the direction sought with a large enough effect; inconclusive means small, poorly fitted or top-dose-only effect, or another doubt; inactive means no such curve, though single readings can be large; an effect the other way counts as inactive or inconclusive. Compounds as they come; 8.9% or so of the library scored in one or more.

`O=C(Nc1cccc(F)c1)c1ccc(S(=O)(=O)NCC2CCCO2)cc1` (stereo not given) gave HT1080NT lethal -24%, IL1B secr inh 39, SW480 rereplic 20%, HT1080 IDH1KD tx -26%, KB-3-1 cytotox -2%, HepG2 viability -19%, MCF10A rerep 5%, ATXN2 expr inh -5% and S2 tox inactive.
CCOC(=O)N1CCN(C(=O)CNC(=O)c2nn(-c3ccc(OC)cc3OC)c(=O)c3ccccc23)CC1 was read as HT1080NT lethal -3%, IL1B secr inh 12, SW480 rereplic -3%, HT1080 IDH1KD tx 3%, KB-3-1 cytotox 7%, HepG2 viability 5%, MCF10A rerep 17%, ATXN2 expr inh 6% and S2 tox inactive.
Screening O=C(/C=C/c1cccc(Br)c1)NCc1ccncc1 returned HT1080NT lethal -6%, IL1B secr inh -17, SW480 rereplic 5%, HT1080 IDH1KD tx -14%, KB-3-1 cytotox 2%, HepG2 viability 4%, MCF10A rerep 9%, ATXN2 expr inh -14% and S2 tox inactive.
`O=C(Nc1cccc(Cl)c1Cl)C1CCCO1` (stereo not given) gave HT1080NT lethal 18%, IL1B secr inh -18, SW480 rereplic -31%[inhibitor][1.84 µM], HT1080 IDH1KD tx 22%, KB-3-1 cytotox -9%, HepG2 viability -1%, MCF10A rerep inconclusive, ATXN2 expr inh -13%[11.3 µM] and S2 tox inactive.
Cc1nc2ccccc2c(=O)n1NC(=O)c1ccc(C(C)(C)C)cc1 was read as HT1080NT lethal 6%, IL1B secr inh 24, SW480 rereplic 0%, HT1080 IDH1KD tx 0%, KB-3-1 cytotox 0%, HepG2 viability 17%, MCF10A rerep 7% and S2 tox inactive.
Screening Cc1ccn2c(Nc3ccccc3)c(-c3ccccn3)nc2c1 returned HT1080NT lethal -22%, IL1B secr inh 98, SW480 rereplic inconclusive, HT1080 IDH1KD tx inconclusive, KB-3-1 cytotox inconclusive, HepG2 viability -1%, MCF10A rerep 16µM*, ATXN2 expr inh inconclusive and S2 tox inactive.
Screening CCCCCCC(=O)N(O)C1CC(=O)N(c2ccc(C)cc2)C1=O (stereo not given) returned HT1080NT lethal -14%, IL1B secr inh -4, SW480 rereplic inconclusive, HT1080 IDH1KD tx -8%, KB-3-1 cytotox -15%, HepG2 viability -67% and MCF10A rerep inconclusive.
Screening Cc1cc(=O)n2[nH]c(=O)c(N=Nc3ccccc3)c2[nH]1 returned HT1080NT lethal -20%, IL1B secr inh 19, SW480 rereplic 1%[9.22 µM], HT1080 IDH1KD tx -1%, KB-3-1 cytotox -5%, HepG2 viability -30%, MCF10A rerep 2%, ATXN2 expr inh 3% and S2 tox inconclusive.
For COc1ccc(-c2cc(C(=O)NCCN3CCOCC3)c3cc(C(C)C)ccc3n2)cc1 the results were HT1080NT lethal 12%, IL1B secr inh 0, SW480 rereplic -4%, HT1080 IDH1KD tx 15%, KB-3-1 cytotox 24%, HepG2 viability 1%, MCF10A rerep 1%, ATXN2 expr inh 0% and S2 tox inactive.
Screening CCOc1ccc(Br)cc1S(=O)(=O)Nc1ccc(N2CCOCC2)cc1 returned HT1080NT lethal -12%, IL1B secr inh 14, SW480 rereplic -1%, HT1080 IDH1KD tx -8%, KB-3-1 cytotox 2%, HepG2 viability -14%, MCF10A rerep -3%, ATXN2 expr inh 3% and S2 tox inactive.
For COc1ccc(CCN2CC(C(=O)N(C)Cc3cccnc3)CC2=O)cc1OC (stereo not given) the results were HT1080NT lethal 1%, IL1B secr inh 16, SW480 rereplic -3%, HT1080 IDH1KD tx 8%, KB-3-1 cytotox 2%, HepG2 viability 13%, MCF10A rerep -7%, ATXN2 expr inh -4% and S2 tox inconclusive.
COc1cc2c(cc1OC)CN(C(=O)c1ccncc1)CC2 was read as HT1080NT lethal -4%, IL1B secr inh 6, SW480 rereplic -2%, HT1080 IDH1KD tx 8%, KB-3-1 cytotox 7%, HepG2 viability -6%, MCF10A rerep 0% and S2 tox inactive.
Screening CN(C)CCN(Cc1ccccc1)S(=O)(=O)c1csc(C(N)=O)c1 returned HT1080NT lethal -4%, IL1B secr inh inconclusive, SW480 rereplic 5%, HT1080 IDH1KD tx 1%, KB-3-1 cytotox -1%&2%, HepG2 viability 0%&-18%, MCF10A rerep -3%, ATXN2 expr inh -4%&-14% and S2 tox inconclusive.
`CC(/C=N/n1c(-c2ccco2)n[nH]c1=S)=C\c1ccccc1` gave HT1080NT lethal -1%, IL1B secr inh -6, SW480 rereplic -6%, HT1080 IDH1KD tx 0%, KB-3-1 cytotox -5%, HepG2 viability -14%, MCF10A rerep 21%, ATXN2 expr inh -2% and S2 tox inactive.
`N=C1/C(=C\c2ccc(SCc3ccccc3)o2)C(=O)N=C2SC(CC(=O)N3CCOCC3)=NN12` gave HT1080NT lethal 0%, IL1B secr inh -19, SW480 rereplic -9%, HT1080 IDH1KD tx -2%, KB-3-1 cytotox 12%, HepG2 viability -8%, MCF10A rerep inconclusive and S2 tox inconclusive.
Screening Cc1c(Cl)c([N+](=O)[O-])nn1CC(=O)N1CCN(C23CC4CC(CC(C4)C2)C3)CC1 returned HT1080NT lethal -6%, IL1B secr inh -26, HT1080 IDH1KD tx -4%, KB-3-1 cytotox -23%, HepG2 viability -7%, MCF10A rerep inconclusive, ATXN2 expr inh -7% and S2 tox inactive.
Cc1nnc(SCc2nc(N)nc(Nc3ccccc3)n2)s1 was read as HT1080NT lethal 0%, IL1B secr inh -20, SW480 rereplic -11%, HT1080 IDH1KD tx -2%, KB-3-1 cytotox 16%, HepG2 viability 1%, MCF10A rerep -180%[0.0737 µM], ATXN2 expr inh 36%[activator] and S2 tox inactive.
Screening N#CCSc1nn(-c2ccc(F)cc2)c(=S)s1 returned HT1080NT lethal -11%, IL1B secr inh -19, SW480 rereplic 20%, HT1080 IDH1KD tx -8%, KB-3-1 cytotox -2%, HepG2 viability -25%, MCF10A rerep 12%, ATXN2 expr inh -8% and S2 tox inactive.
`Cc1cnc(NC(=O)c2cc3c(C)nn(Cc4ccccc4Cl)c3s2)s1` gave HT1080NT lethal 4%, IL1B secr inh 21, SW480 rereplic 1%, HT1080 IDH1KD tx 11%, KB-3-1 cytotox -11%, HepG2 viability -1%, MCF10A rerep inconclusive, ATXN2 expr inh 3% and S2 tox inactive.
COc1ccc(Cn2ccnc2SCC(=O)Nc2nnc(C)s2)cc1 was read as HT1080NT lethal 0%, IL1B secr inh 46, SW480 rereplic -8%, HT1080 IDH1KD tx 10%, KB-3-1 cytotox 0%, HepG2 viability -2%&-10%, MCF10A rerep -1%, ATXN2 expr inh -7% and S2 tox inactive.
`COc1c(F)c(F)c(C(=O)O)c(Nc2ccccc2C)c1F` gave HT1080NT lethal -7%, IL1B secr inh 33, SW480 rereplic -2%, HT1080 IDH1KD tx -13%, KB-3-1 cytotox -1%, HepG2 viability 7%, MCF10A rerep -2%, ATXN2 expr inh -3% and S2 tox inactive.
O=C(O)c1nn(-c2ccccc2)c(-c2ccccc2)c1C(=O)c1ccccc1 was read as HT1080NT lethal -2%, IL1B secr inh 0, SW480 rereplic -4%, HT1080 IDH1KD tx 3%, KB-3-1 cytotox 8%, HepG2 viability 3%, MCF10A rerep -2%, ATXN2 expr inh -7% and S2 tox inactive.
O=S(=O)(O/N=C1\CCCc2ccccc21)c1ccc(Cl)cc1 was read as HT1080NT lethal 18%, IL1B secr inh 20, SW480 rereplic 2%, HT1080 IDH1KD tx 12%, KB-3-1 cytotox -6%, HepG2 viability 0%, MCF10A rerep -4%, ATXN2 expr inh -10% and S2 tox inconclusive.
Screening COc1ccc(S(=O)(=O)NCc2ccc(C(=O)NCc3ccccc3)cc2)cc1 returned KB-3-1 cytotox -6%, HepG2 viability -23%, ATXN2 expr inh 6% and S2 tox inactive.
CC(C)Oc1ccc(CNCC2(O)CCOC(C)(C)C2)cc1 (stereo not given) was read as HT1080NT lethal 6%, IL1B secr inh 0, SW480 rereplic -5%, HT1080 IDH1KD tx 8%, KB-3-1 cytotox -2%, HepG2 viability -19%, MCF10A rerep 6%, ATXN2 expr inh -4% and S2 tox inactive.
`Cc1ccc(S(=O)(=O)N2CCCC(C(=O)NC3=NCCS3)C2)cc1` (stereo not given) gave HT1080NT lethal 0%, IL1B secr inh 33, SW480 rereplic -3%[9.22 µM], HT1080 IDH1KD tx 10%, KB-3-1 cytotox 0%, HepG2 viability -26%, MCF10A rerep 1%, ATXN2 expr inh -11% and S2 tox inactive.
For CCN(c1cccc(C)c1)S(=O)(=O)c1c(C)[nH]c(C)c1C(=O)N1CCCCC1 the results were HT1080NT lethal 1%, IL1B secr inh -4, SW480 rereplic inconclusive, HT1080 IDH1KD tx 1%, KB-3-1 cytotox 3%, HepG2 viability -7%, MCF10A rerep 0%, ATXN2 expr inh 11% and S2 tox inactive.
For Cc1nn(-c2ccccc2)c2[nH]c(=O)c(CNc3ccc4c(c3)OCCO4)cc12 the results were HT1080NT lethal -19%, IL1B secr inh -7, SW480 rereplic 22%, HT1080 IDH1KD tx -24%, KB-3-1 cytotox 14%, HepG2 viability 1%, MCF10A rerep inconclusive, ATXN2 expr inh 7% and S2 tox inactive.
`CSc1ccccc1NC(=O)c1cc(-c2ccc3c(c2)OCO3)on1` gave HT1080NT lethal 10%, IL1B secr inh 9, SW480 rereplic -15%, HT1080 IDH1KD tx 0%, KB-3-1 cytotox 11%, HepG2 viability -3%, MCF10A rerep -2%, ATXN2 expr inh 32% and S2 tox inactive.
Screening O=C(COc1ccc(S(=O)(=O)N2CCOCC2)cc1)NCCN1CCOCC1 returned HT1080NT lethal 0%, IL1B secr inh 13, SW480 rereplic -13%, HT1080 IDH1KD tx 20%, KB-3-1 cytotox -1%, HepG2 viability 2%, MCF10A rerep -6%, ATXN2 expr inh 27% and S2 tox inactive.
